# Screening results deposited in PubChem BioAssay by National Center for Advancing Translational Sciences (NCATS).
# PI4K2A block – qHTS for small molecular inhibitors of PI4K2A | Phosphatidylinositol 4-kinase type 2-alpha (Homo sapiens), Q9BTU6 | purified PI4K2A, ADP-Glo luminescence, 1 h; hits give low values | actives 0.13% (n = 420,000) | activity change, negative = inhibition, % at 76.9 µM | AID 1346378, 2018; in the data active = activity change below about -50%; inconclusive = mostly about -30% to -49%;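 also: -100% = wells without enzyme as full effect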
#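 In this quantitative HTS, ADP production by PI4K2A was quantified luminescently after 1 h at ambient temperature; 100 microM adenosine served as plate-quality control.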
# HP1b binding inh – HTS for Inhibitors of HP1-beta Chromodomain Interactions with Methylated Histone Tails. AlphaScreen HP1-beta / biotin-H3K9me3 peptide binding. actives 0.56% (n = 390,000). Potency, µM (top dose mostly 114 µM), inactives show top-dose activity change, negative = inhibition, usual class: inhibitors. AID 540317, 2011; also: potency is read from the fitted curve at half-maximal effect; nearly all actives have a fitted effect of over 70% in size; inactives centre near 23
#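 AlphaScreen: HP1-beta (50 nM) preformed 30 min with biotin-H3(1-18)K9me3 peptide (50 nM) in PBS pH 7.4, 0.01% Tween-20. Compound added for 30 min at RT, then streptavidin donor/nickel chelate acceptor beads (10 ug/mL) for 30 min.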
# GLS inhibitor – qHTS for Inhibitors of Glutaminase (GLS); Glutaminase kidney isoform, mitochondrial (Homo sapiens), O94925; GLS enzymatic activity, qHTS titration; Potency, µM (titrated, usually from 45.5 µM), for the others: top-dose activity change, negative = inhibition, most hits filed as inhibitors; actives 0.21% (n = 410,000); also: potency is read from the fitted curve at half-maximal effect; % is scaled to controls: 0 for no effect and ±100 for the full control effect
#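 Coupled fluorescence readout: glutamate oxidase/HRP/Amplex Red detect glutamate formed by hKGA from L-glutamine (1 mM solution added). Buffer 45 mM KH2PO4 pH 8.2, 0.02% Tween-20; reads at t0 and 30 min RT.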
# POLH inh – qHTS for Inhibitors of Polymerase Eta; recombinant Pol eta, fluorescent DNA replication assay; Potency, µM (series often up to 114 µM), for the others: at the top dose activity change, negative = inhibition, usual class: inhibitors; actives 1.2% (n = 390,000); AID 588591, 2011; DNA polymerase eta (Homo sapiens), Q9Y253; also: potency is read from the fitted curve at half-maximal effect; % is scaled to controls: 0 for no effect and ±100 for the full control effect
# Target sequence (Q9Y253 whole entry, looked up): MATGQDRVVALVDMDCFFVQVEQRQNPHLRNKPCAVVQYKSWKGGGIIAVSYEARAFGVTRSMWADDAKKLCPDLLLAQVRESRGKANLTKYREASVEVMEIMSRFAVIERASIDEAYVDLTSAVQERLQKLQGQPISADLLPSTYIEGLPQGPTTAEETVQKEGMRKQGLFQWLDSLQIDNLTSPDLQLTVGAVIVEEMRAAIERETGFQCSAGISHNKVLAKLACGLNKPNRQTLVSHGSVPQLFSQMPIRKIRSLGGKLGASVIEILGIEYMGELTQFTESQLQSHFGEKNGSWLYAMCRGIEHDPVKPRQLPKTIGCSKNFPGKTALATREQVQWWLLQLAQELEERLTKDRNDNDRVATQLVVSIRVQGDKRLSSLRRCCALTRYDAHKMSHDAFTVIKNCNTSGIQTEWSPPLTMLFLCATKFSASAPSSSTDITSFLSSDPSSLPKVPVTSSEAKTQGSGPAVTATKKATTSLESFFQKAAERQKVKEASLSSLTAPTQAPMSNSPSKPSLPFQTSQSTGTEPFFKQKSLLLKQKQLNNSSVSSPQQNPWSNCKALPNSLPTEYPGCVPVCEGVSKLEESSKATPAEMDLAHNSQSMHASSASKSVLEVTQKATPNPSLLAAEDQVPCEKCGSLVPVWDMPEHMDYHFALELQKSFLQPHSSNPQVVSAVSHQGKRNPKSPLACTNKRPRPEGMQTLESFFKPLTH
#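 Pol eta at 10 nM preincubated with compounds 15 min at room temperature; reaction started with fluorescent substrate (50 nM final) and read kinetically at 0 and 10 min.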
# JMJD2A Tudor – qHTS Assay for Inhibitors of JMJD2A-Tudor Domain; Lysine-specific demethylase 4A (Homo sapiens), O75164; actives 4.4% (n = 390,000); Potency, µM (top dose mostly 114 µM), for the others: at the highest dose activity change, negative = inhibition, hits mostly inhibitors; AlphaScreen JMJD2A-Tudor / H3K4me3 peptide binding; AID 504339, 2011; also: potency is read from the fitted curve at half-maximal effect; % is scaled to controls: 0 for no effect and ±100 for the full control effect; nearly all actives have a fitted effect of over 50% in size
# BAZ2B block – qHTS Assay for Inhibitors of BAZ2B; actives 4.4% (n = 360,000); Bromodomain adjacent to zinc finger domain protein 2B (Homo sapiens), Q9UIF8; Potency, µM (series often up to 114 µM), for the others: at the highest dose activity change, negative = inhibition, hits mostly inhibitors; AlphaScreen BAZ2B-H3K14Ac peptide displacement; also: potency is read from the fitted curve at half-maximal effect; % is scaled to controls: 0 for no effect and ±100 for the full control effect; nearly all actives have a fitted effect of over 60% in size
#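 Multi-concentration screen (max 110 uM) measuring displacement of acetylated histone H3 peptide from BAZ2B by AlphaScreen, using 50 nM protein, 50 nM peptide and 10 ug/mL streptavidin donor plus Ni-chelate acceptor beads.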
# PGK inhibitor – qHTS Assay to Find Inhibitors of Phosphoglycerate Kinase. Potency, µM (series often up to 57.5 µM), for inactives: top-dose activity change, negative = inhibition, most hits filed as inhibitors. PGK/GAPDH coupled, Kinase-Glo luminescence, 60 min. Phosphoglycerate kinase, glycosomal (Trypanosoma brucei brucei), P07378. actives 0.043% (n = 380,000); also: potency is read from the fitted curve at half-maximal effect; % is scaled to controls: 0 for no effect and ±100 for the full control effect; nearly all actives have a fitted effect of over 60% in size
#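 Luminescent ATP detection (Kinase-Glo Plus) follows a 60-minute room-temperature incubation, with wells lacking PGK as controls. Buffer: 100 mM TEA (pH 7.6), 5 mM MgCl2, 0.01% Tween-20. Coupling enzyme GAPDH (100 nM final) supplies unstable 1,3-BPG in-well.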
# G9a block – qHTS Assay for Inhibitors of Histone Lysine Methyltransferase G9a; G9a H3K9 monomethylation, AlphaScreen, 2 h; Potency, µM (titrated, usually from 102 µM), inactives show top-dose activity, negative = inhibition, usual class: inhibitors; actives 8.8% (n = 350,000); AID 504332, 2011; also: potency is read from the fitted curve at half-maximal effect; % is scaled to controls: 0 for no effect and ±100 for the full control effect; nearly all actives have a fitted effect of over 75% in size
# Target sequence (Q96KQ7 913-1193 limits assumed): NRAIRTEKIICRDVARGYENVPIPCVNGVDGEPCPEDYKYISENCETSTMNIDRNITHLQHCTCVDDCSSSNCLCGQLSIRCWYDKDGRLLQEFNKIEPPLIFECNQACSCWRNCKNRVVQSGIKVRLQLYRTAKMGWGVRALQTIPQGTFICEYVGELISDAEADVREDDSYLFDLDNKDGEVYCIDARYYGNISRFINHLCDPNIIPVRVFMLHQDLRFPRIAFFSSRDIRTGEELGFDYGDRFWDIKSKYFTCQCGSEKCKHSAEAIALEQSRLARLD
#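 G9a (20 nM) preincubated 15 min RT with compounds, then 500 nM biotinylated H3K9 peptide and 20 uM SAM added; 2 h RT reaction. Monomethyl-H3K9 product detected by AlphaScreen with anti-H3K9me1 antibody, streptavidin donor and anti-rabbit IgG acceptor beads.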
# Pin1 inhibitor – qHTS Assay to Find Inhibitors of Pin1; Pin1 FP peptide displacement, HiFluor488, 10 min; Potency, µM (highest dose often 115 µM), without a hit: at the top dose activity, negative = inhibition, most hits filed as inhibitors; actives 0.009% (n = 390,000); AID 504891, 2011; active = well fitted inhibition curve with a large enough effect in the polarisation, with a control signal flat, not every such curve was filed as active; inconclusive = small, poorly fitted or top-dose-only effect, or effect the other way, or a change in a side signal; inactive = no such curve, though single readings can be large or run the other way; the % refers to the polarisation; also: potency is read from the fitted curve at half-maximal effect; % is scaled to controls: 0 for no effect and ±100 for the full control effect
# * hit, by the source's call; i = inactive; ? = inconclusive; . = not tested or not shown; & = joins results of further samples; [ ] = another dose, or the depositor's remark. Unless noted, calls follow the shape of the dose curve; as a rule, active = well fitted curve in the direction sought with a large enough effect; inconclusive = small, poorly fitted or top-dose-only effect, or another doubt; inactive = no such curve, though single readings can be large; an effect the other way counts as inactive or inconclusive. Some of the compounds tested; rates above refer to the full screens.
SMILES,PI4K2A block,HP1b binding inh,GLS inhibitor,POLH inh,JMJD2A Tudor,BAZ2B block,PGK inhibitor,G9a block,Pin1 inhibitor
COc1cccc(NC(=S)N(Cc2ccccn2)Cc2ccccc2Cl)c1,-3.6,13.6%,-1.9%,-14.5%,-17.2%,-5.6%,-1.0%,16.8%,47.7%[activator]
O=C(O)c1cc(S(=O)(=O)Nc2ccccc2Cc2ccccc2)ccc1Cl,-4.6,16.9%,15.7%,-18.0%,-14.5%,-1.4%,-5.2%,-15.8%,-5.7%
CN1CCN(c2ncnc3c2cnn3-c2ccc(Cl)cc2)CC1,-0.7,18.2%,0.3%,-2.1%,-29.8%,3.8%,-5.5%,?,-8.3%
CC1=NNC(=O)C1C(c1ccccc1)C(C#N)C#N (centres undefined),-1.9,28.2%,10.3%,-13.8%,-12.7%,-1.7%,-7.5%,-27.3%[59 µM],18.5%
Cn1nccc1/C=N\NC(=O)c1ccc(Cl)cc1,-3.5,28.4%,0.2%,-12.4%,-15.1%,3.5%,-8.5%,19.2%,1.2%
COc1ccc(NC(=O)CC(C)n2ccnc2)cc1 (centres undefined),2.0,25.1%,12.7%,3.0%,-2.3%,3.5%,1.9%,-5.2%,3.4%
CCN1CCSc2ccc(C(=O)NCc3ccccc3F)cc21,6.0,-4.0%,15.9%,-13.5%,?,2.6%,-3.3%,.,0.0%
COC(=O)c1ccc2nc(NC(=O)C(C)(C)C)sc2c1,14.5,33.1%,-0.5%,-24.2%,4.7%,.,-3.8%,-32.1%,-0.9%
O=C(CSc1nc2c(sc3ccccc32)c(=O)n1-c1ccccc1)NCc1ccco1,-6.1,29.8%,1.6%,-2.7%,-20.7%,-26.2%,-4.8%,-2.4%[59 µM],54.3%[activator]
CCN1C(=O)[C@@H]2[C@@H](c3ccc(-c4ccc(OC)cc4)cc3)N3CCC[C@@]3(C(=O)OC)[C@@H]2C1=O,-3.4,-2.3%,2.1%,-17.4%,?,?,-8.0%,18.1%[2.33 µM],-3.8%
CC1CCN(C(=O)c2cc3nc(-c4ccccc4)cc(-c4ccccc4)n3n2)CC1,-8.4,172.1%[activator],-2.1%,-11.0%,57.7%[activator],41.2%[activator],-1.1%,133.5%[activator][59 µM],-0.5%
CCc1ccc(/C=C2\SC(=S)N(CCCC(=O)N(CCO)c3ccccc3)C2=O)cc1,6.2,.,17.3%,-11.2%,.,.,3.8%,.,.

# Next part; it opens with the 3 that closed the last part.
SMILES,PI4K2A block,HP1b binding inh,GLS inhibitor,POLH inh,JMJD2A Tudor,BAZ2B block,PGK inhibitor,G9a block,Pin1 inhibitor
CCN1C(=O)[C@@H]2[C@@H](c3ccc(-c4ccc(OC)cc4)cc3)N3CCC[C@@]3(C(=O)OC)[C@@H]2C1=O,-3.4,-2.3%,2.1%,-17.4%,?,?,-8.0%,18.1%[2.33 µM],-3.8%
CC1CCN(C(=O)c2cc3nc(-c4ccccc4)cc(-c4ccccc4)n3n2)CC1,-8.4,172.1%[activator],-2.1%,-11.0%,57.7%[activator],41.2%[activator],-1.1%,133.5%[activator][59 µM],-0.5%
CCc1ccc(/C=C2\SC(=S)N(CCCC(=O)N(CCO)c3ccccc3)C2=O)cc1,6.2,.,17.3%,-11.2%,.,.,3.8%,.,.
COc1ccc(-c2ncccc2OC(=O)C23CC4CC(CC(C4)C2)C3)cc1,-0.9,65.4%[activator],-2.3%,-7.5%,2.1%,?,-8.4%,25.1µM*,12.3%
Cc1ccc(C)c(Cc2c(C)nc(C)[nH]c2=O)c1,6.3,69.2%[activator],-6.1%,-21.9%,10.6%[57.1 µM],5.0%,-3.2%,27.7%[59 µM],-2.2%
N#CC1=C(N)N(c2ccc(F)cc2)C(=O)C1,-0.8,21.0%,64.8%[activator],-2.9%,-17.4%,10.0%,.,39.8µM*,-6.4%
COc1ccc(Cl)cc1NC(=O)CN(C)S(=O)(=O)c1cccs1,-2.9,51.4%[activator],-16.3%,-11.5%,0.7%,6.8%,-9.2%,-50.0%,12.9%
COc1ccc(NC(=O)C/C(C)=N/NC(=O)CCc2ccccc2)c(OC)c1,-25.5,10.5%,-2.3%,2.4%,-13.7%,-25.2%,7.3%,28.8%,-10.6%
Cc1ccc(-c2nc(CSc3nncn4c3cc3occc34)c(C)o2)cc1,-16.0,21.6%,-1.3%,-20.4%,-17.9%,-13.8%,-6.6%,0.2%[59 µM],15.0%
CCn1c(=O)c2[nH]c(SC)nc2n(CC)c1=O,-0.7,.,10.3%,-7.4%,.,.,6.0%,.,.
Cc1cc(C)n(-c2nc3ccccc3c(=O)n2OCCOc2ccccc2)n1,-2.6,-1.9%,?,-22.6%,-33.6%[11.4 µM],-3.1%,-6.6%,-11.8%[59 µM],-2.2%
CC(C)(C)n1nnnc1C(c1ccc(Cl)cc1)N1CCSCC1 (centres undefined),-7.5,17.8%,13.4%,-5.3%,-16.4%,5.2%,-0.7%,2.2%[59 µM],0.5%
COC(=O)[C@]1(C)N[C@H](CN(C)C(C)=O)[C@@H]2C(=O)N(C)C(=O)[C@@H]21,-2.8,17.2%,3.6%,-13.3%,-21.7%,.,i,.,-15.7%
CNCCOc1ccccc1OC(C)C,0.8,-24.7%,6.3%,7.2%,2.24µM*,?,5.9%,17.8µM*,-3.9%
Clc1ccc(-n2cccc2/C=N/n2cnnc2)cc1,-1.4,23.5%,0.1%,-15.8%,-9.8%,-4.0%,i,-15.3%,6.6%
CC(C)CCOCC1CC2(CC(C)(c3csc(N)n3)OC2=O)C(=O)O1 (centres undefined),2.6,37.6%,0.2%,-8.3%,2.9%,-2.3%,i,7.7%[12.7 µM],-0.1%
Cn1cc(C(=O)N/N=C/C2=C(N3CCOCC3)C(=C/c3ccc([N+](=O)[O-])cc3)/CC2)ccc1=O,3.0,17.4%,-8.8%,?,-10.7%,.,-0.7%,.,-3.6%
CC(C)(NC(=O)N1CCOCC1)c1cccc(C(C)(C)NC(=O)N2CCOCC2)c1,0.9,35.3%,-17.1%,0.9%,1.5%[11.4 µM],.,-7.7%,.,-3.1%
CN(C(=O)COC(=O)COc1ccc(Cl)cc1Cl)c1c(N)n(Cc2ccccc2)c(=O)[nH]c1=O,2.9,47.4%[activator],-4.6%,-10.3%,-3.4%,0.5%,i,-9.8%,-7.6%
CN(C)S(=O)(=O)N1CCN(C(=O)N(c2ccccc2)c2ccccc2)CC1,-2.2,-3.9%,9.0%,-11.7%,-2.3%,6.0%,.,-2.1%[12.7 µM],-0.5%
COc1cc2c(cc1OC)CN(Cc1cc(OC)c(O)c(OC)c1)CC2,-2.6,57.3%[activator],17.4%,-9.1%,-2.8%,-11.4%,-6.4%,31.6µM*,-4.0%
COc1cc(-n2nnnc2SCC(=O)N2CCN(c3ccc(F)cc3)CC2)c(OC)cc1Cl,-1.8,5.1%,14.8%,-10.5%,-22.8%,?,1.2%,?,70.0%[activator]
CC(C)(C)c1ccc(C(=O)Nc2ccc(-c3nc4ccccc4o3)c(O)c2)cc1,-2.2,33.9%,-1.5%,-5.6%,-10.1%,1.6%,-9.4%,27.5%[59 µM],13.0%
CC(=O)C1=C(C)NC(SCc2cccc3ccccc23)=C(C#N)C1c1ccco1 (centres undefined),1.3,36.7%,-0.6%,-12.8%,10µM*,-7.7%,-0.6%,31.6µM*,14.6%
COc1ccc(C(=O)N/C(=C\c2cccs2)C(=O)N2CCN(C)CC2)cc1OC,-1.7,3.3%,-15.8%,7.8%,-0.7%,-8.5%,-1.2%,19.5%,-10.3%
COc1ccc(C2/C=C\CN(C(=O)c3ccc(C)cc3)CC(=O)N2Cc2ccc(F)cc2)cc1 (centres undefined),2.7,22.5%&42.1%,8.5%,-15.0%,-29.7%&-17.0%,-9.0%,8.0%,-1.0%[59 µM],-3.0%&5.6%
C=CCn1cccc(C(=O)Nc2cc(OC)c(OC)c(OC)c2)c1=O,4.8,-11.3%,-20.6%,-6.9%,31.6µM*,-9.7%,-7.3%,-5.2%,4.3%
CCOc1ccc2oc(C(=O)Nc3ccc(C)cn3)c(C)c2c1,1.3,.,0.0%,?,.,.,-6.7%,.,.
CC(C)CC(NC(=O)OC(C)(C)C)C(=O)NC(C(=O)NC(C)C(N)=O)C(C)C (centres undefined),7.0,22.4%,-1.8%,-4.6%,-17.0%,-5.2%,-6.6%,-27.6%,-1.7%
COC(=O)c1ccccc1NC(=O)CCc1ccccc1,1.0,128.8%[activator],-8.0%,-15.7%,61.2%[activator],56.8%[activator],-10.6%,59.1%[activator][59 µM],19.6%
CCc1ccc(Oc2nc3c(C)cccn3c(=O)c2/C=C(\C#N)c2nc3ccccc3s2)cc1,-2.2,27.5%,-0.4%,-21.1%,1.7%,1.7%,-4.0%,-7.4%[59 µM],?
CCC(=O)N1CCN(c2ccc(Cl)cc2NC(=O)c2ccc(N3CCCC3)c([N+](=O)[O-])c2)CC1,1.0,-5.0%,-0.8%,-19.3%,-25.2%,?,19.1%,?,-1.4%
COc1cc(NC(=O)c2cccc(Cl)c2)c(OC)cc1NC(=O)CN1CCCCC1,-3.8,?,5.6%,?,?,-1.0%,3.6%,.,13.3%
